phage Ecoli inh – E. coli growth loss with phage present; growth absorbance; AID 651602; inhibition, % at 11.9 µM; hit rate 0.26% among 360,000; in the data active = inhibition above about 11%
Tat export inh – inhibitors of E. coli Tat protein transport. AID 488895. inhibition, % at 10 µM. E. coli MC4100 TorA-mCherry Tat export, fluorescence. hit rate 0.036% among 340,000;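 active = mean replicate inhibition at least 50% and at least half of replicates individually reaching 50%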;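 note: exported cargo escapes ClpAP degradation while cytoplasmic cargo is degraded and loses fluorescence; 0% = median of neutral control wells and 100% = median of NaSCN control wells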
Ecoli viability – reduces bacterial viability in AddAB counter-screen | E. coli V3065 growth, OD600 absorbance, 18 h | inhibition, % at 11.9 µM | hit rate 0.27% among 330,000;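 active = inhibition above the campaign's mean inhibition across all tested compounds plus 3 SD, cut at about 9.9% in these data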;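 note: uninfected addAB+ strain grown without phage in ampicillin broth; 0% = DMSO wells and 100% = ciprofloxacin 0.95 µg/ml wells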
OPRM1-OPRD1 inv – inverse agonist of human OPRM1-OPRD1 heterodimerization | cell-based MOR-DOR heterodimer luminescence, inverse agonism | inhibition, % at 9.3 µM | hit rate 0.21% among 340,000 | P35372+P41143 | AID 504357; in the data active = inhibition above about 22%, passing the limit was not always enough;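 note: 0% = cells with DMSO and 100% = wells without cells with DMSO; values of inactives mirror those of a sister screen read the other way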
Target sequence (P35372 whole entry, looked up): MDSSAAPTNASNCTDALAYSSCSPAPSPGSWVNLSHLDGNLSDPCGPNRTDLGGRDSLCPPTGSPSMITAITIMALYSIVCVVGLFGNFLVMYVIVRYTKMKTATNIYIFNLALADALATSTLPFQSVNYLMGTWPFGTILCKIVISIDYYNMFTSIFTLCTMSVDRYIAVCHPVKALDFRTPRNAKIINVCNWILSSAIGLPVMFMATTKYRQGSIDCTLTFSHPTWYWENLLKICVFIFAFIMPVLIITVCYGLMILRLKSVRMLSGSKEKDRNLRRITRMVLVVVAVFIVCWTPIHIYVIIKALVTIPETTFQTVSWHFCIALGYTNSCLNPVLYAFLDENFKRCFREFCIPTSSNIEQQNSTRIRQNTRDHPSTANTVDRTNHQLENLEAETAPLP
Target sequence (P41143 whole entry, looked up): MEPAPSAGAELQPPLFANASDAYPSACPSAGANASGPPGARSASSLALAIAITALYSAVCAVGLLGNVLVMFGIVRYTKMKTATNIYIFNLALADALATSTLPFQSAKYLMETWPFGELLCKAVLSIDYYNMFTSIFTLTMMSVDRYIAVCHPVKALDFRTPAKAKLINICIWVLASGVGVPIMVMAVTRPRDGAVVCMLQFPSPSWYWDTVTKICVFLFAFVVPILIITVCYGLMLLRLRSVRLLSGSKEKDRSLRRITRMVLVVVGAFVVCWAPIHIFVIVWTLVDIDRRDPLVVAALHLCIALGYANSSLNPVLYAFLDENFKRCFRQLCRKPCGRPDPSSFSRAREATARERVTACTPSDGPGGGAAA
PfHsp90 yeast 2 – inhibits growth of yeast expressing Plasmodium falciparum Hsp90 | inhibition, % at 9.4 µM | AID 504621 | hit rate 0.32% among 310,000 | S. cerevisiae expressing PfHsp90, BacTiter-Glo ATP, 48 h; yeast lacking PDR1 and PDR3 efflux regulators;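 active = every replicate shows inhibition above about 80%, whatever the replicate mean, limit read from the data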;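 note: 0% = DMSO neutral controls and 100% = 20 µM radicicol positive controls; yeast relying on Plasmodium falciparum Hsp90 in place of its own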
AddAB inh – less growth of phage-infected E. coli with AddAB; AID 435030; hit rate 0.29% among 330,000; inhibition, % at 11.9 µM; E. coli expressing H. pylori AddAB, absorbance growth; in the data active = inhibition above about 12%;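 note: 0% = vehicle wells of infected cells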
SUMO Mot1 rescue – SUMOylation pathway inhibition by Mot1-301 growth rescue; hit rate 1% among 320,000; growth rescue, % at 18.8 µM; S. cerevisiae Mot1-301 growth rescue, ATP luminescence, 38.5C; percent above DMSO median, 100 means doubled;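 active = every valid replicate shows activation above 250% relative to neutral control wells; inactive = the rest, any valid replicate at or below 250%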;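 note: OY570 slx delta 5 strain wells were the positive control but not used for scaling; some compounds called inactive have numbers as strong as hits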
MOR-DOR ag – OPRM1-OPRD1 heterodimerization agonism | P35372+P41143 | AID 504326 | hit rate 0.3% among 340,000 | activation, % at 9.3 µM | cells, luminescence; in the data active = activation above about 18%;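 note: 0% = vehicle-treated cells and 100% = reference agonist; values of inactives mirror those of a sister screen read the other way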
Arr AP2 block – human beta-arrestin and AP2 interaction inhibition; FITC-arrestin peptide / GST-AP2 beads, flow cytometry; AP2 beta2 appendage carries R879A mutation; hit rate 0.31% among 340,000; inhibition, % at 10 µM;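 active = inhibition above a set limit, near 3 SD of compounds lacking own fluorescence, cut at about 54% in these data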;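 note: plate controls were DMSO wells for no effect and 5 µM unlabelled arrestin peptide for full effect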
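System: GST-AP2 R879A glutathione beads; medium: PBS, Tween 20 0.05%, BSA 0.1%; reagent: fluorescein-tagged arrestin peptide at 50 nM final; schedule: pre-incubation 12 min, peptide binding 1 h, room temperature; detection: flow cytometry, FL1 (488/535 nm); read-out: inhibition as reduced fluorescein signal on beads, percent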
PKA-R1A act – activators of PKA-R1A complex; PKA-R1A dissociation, Cy5-IP20 fluorescence polarization; scaled: DMSO 0%, 113 µM cGMP 100%; activation, % at 11.4 µM; hit rate 0.083% among 340,000; AID 504707;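 active = percent activation above the mean of all tested compounds plus 3 SD, cut at about 19% in these data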;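 note: higher means more PKAc released from R1A so a rise in polarization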
DSG3 Ab inh – human desmoglein-3 autoantibody binding inhibition. DSG3-coupled beads, scFv-anti-DSG3-GFP binding, flow cytometry; hits give low values. binding (percent of control), % at 10 µM. hit rate 0.48% among 310,000;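 active = binding more than 3 SD below its plate's average and above zero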;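 note: hits lower antibody fragment binding to DSG3; some compounds called inactive have numbers as strong as hits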
Numbers without * were called inactive; x = not tested or not shown.

SMILES	phage Ecoli inh	Tat export inh	Ecoli viability	OPRM1-OPRD1 inv	PfHsp90 yeast 2	AddAB inh	SUMO Mot1 rescue	MOR-DOR ag	Arr AP2 block	PKA-R1A act	DSG3 Ab inh
CC(C)CCNC(=O)C1CCN(S(=O)(=O)c2ccc3nc4c(c(C(=O)O)c3c2)CCCCC4)CC1	1.2	-3	0.1	15	8	2.3	26	-2.8	6	0	100
CC1CCc2cc(F)ccc2N1S(=O)(=O)c1ccc(Cl)nc1 (centres undefined)	1.5	-5	-3.0	-12	21	2.4	27	2.3	2	7	x
CCCCn1c(-c2csc(CC)c2)n[nH]c1=S	3.1	11	-0.9	-3	-31	3.7	-1	0.6	5	7	x
O=C(CC(SCCO)c1ccc2c(c1)OCO2)c1cccs1 (centres undefined)	4.8	-3	0.1	21	-46	-1.3	333	-3.6	-2	-5	99
O=C(O)c1ccc(/C=C/c2nc3sc4c(c3c(=O)[nH]2)CCC4)cc1	2.2	3	1.3	9	x	-0.7	-9	-1.9	0	-6	106
O=C(CN1C(=O)C(=O)N(CCC2=CCCCC2)C1=O)c1c[nH]c2ccccc12	6.3	4	-0.3	-9	-1	-0.5	-24	2.2	-1	-4	105
O=C(CCCCCNC(=O)N1CCn2c1nc1ccccc12)N[C@H](C(=O)O)c1ccccc1	1.0	-1	0.3	x	-4	1.7	-6	x	0	-15	x
COc1cccc(CC2(CO)CCN(C(=O)NCCc3ccccc3)CC2)c1	1.2	0	1.1	7	-8	5.0	-19	-1.5	-4	0	104
COC(=O)C(C#N)C(=C1C(=O)CC(C)(C)CC1=O)c1ccc(O)cc1 (centres undefined)	2.5	0	1.2	8	-10	2.1	116	-1.3	-12	-8	98
O=C(/C=C/c1c(F)cccc1Cl)c1ccc(O)cc1	-3.1	-8	-1.7	-7	-78	0.3	59	1.3	12	6	90
COc1ccc(C2CC(C(F)(F)F)n3nc(C(=O)O)c(Br)c3N2)cc1 (centres undefined)	2.6	0	1.7	10	-11	2.6	5	-2.1	5	-1	94
OCCCCNCc1ccc(OCc2ccccc2Cl)cc1	1.1	-8	-1.4	-14	-21	1.2	127	2.2	1	0	85
CCCCNC(=O)CNC(=S)N(Cc1ccc(C)cc1)Cc1ccco1	-1.6	6	-3.6	-5	-19	-2.6	-1	1.1	13	3	108
COc1ccc(OC)c(CCNC(=O)CN2C(=O)COc3ccc(S(=O)(=O)N4CCOCC4)cc32)c1	0.5	-9	2.3	4	-30	1.7	2	-0.8	-4	-11	113
COc1cc(C(=O)NC(=S)Nc2cccc(-c3cc4ccccc4oc3=O)c2)cc(OC)c1OC	0.1	-7	-2.8	22	-8	-0.5	6	-4.0	10	-2	92
CCNS(=O)(=O)c1ccc(NC(=O)c2ccccc2OCC)cc1	1.1	6	0.1	15	-12	0.8	4	-3.3	-1	7	126
O=C1OCCC1Sc1nnnn1-c1ccc(Cl)cc1 (centres undefined)	-2.0	10	-1.0	3	5	1.4	-1	-0.7	26	-4	98
CC(C)C1/C(=N/O)CC(c2ccccc2)NC1c1ccccc1 (centres undefined)	2.8	1	0.3	-24	-14	1.1	-2	4.7	6	-4	107
C=CCn1c(SCC(=O)c2c(C)[nH]c3ccccc23)nnc1-c1ccncc1	1.1	-1	0.7	x	3	0.2	3	x	16	x	90
Cc1ccn(CC(=O)N2CCCC(Nc3ccc(F)c(F)c3)C2)n1 (centres undefined)	2.2	-9	1.1	8	-10	-0.4	3	-1.5	10	2	101
COc1ccc(CCNC(=O)C23CN(Cc4ccccc4)CC2C(c2ccc([N+](=O)[O-])cc2)=NO3)cc1 (centres undefined)	1.8	-1	-0.7	0	x	1.3	107	-0.1	3	5	103
O=c1[nH]c2ccccc2nc1C(F)(F)F	6.2	2	2.0	12	23	0.7	-11	-2.3	1	3	103
Cc1c(NS(=O)(=O)c2ccc(Br)s2)c(=O)n(-c2ccccc2)n1C	3.7	1	-0.6	4	22	2.2	-9	-1.0	1	-2	x
COc1ccc(-n2c(O)c(/C=N/NS(=O)(=O)c3ccc(C)c([N+](=O)[O-])c3)c3ccccc3c2=O)cc1OC	3.4	0	0.0	-1	-14	-1.5	-5	0.2	-9	-1	127
Cc1c(Cl)c(=O)oc2cc(OCC(=O)N3CCCC(C)C3)ccc12 (centres undefined)	-2.3	3	-2.2	9	-6	0.0	-15	-2.2	-2	-3	87
CN(C1CCS(=O)(=O)C1)S(=O)(=O)c1cccc2nsnc12 (centres undefined)	3.5	4	-0.4	8	11	5.1	-10	-1.8	0	3	x
Cc1ccc(-c2nc3ccccc3s2)cc1S(=O)(=O)N1CCCC1	x	-11	-1.3	-2	-9	1.2	-8	0.3	-8	1	98
CCn1c(SCC(=O)Nc2ccc(NC(C)=O)cc2)nc2c([nH]c3ccccc32)c1=O	2.6	2	-1.0	-10	-17	3.5	5	2.0	3	-6	105
NC(=O)C1CCCN(C(=O)CCC(=O)c2cccs2)C1 (centres undefined)	3.0	8	3.1	4	x	1.7	9	-0.7	6	1	91
CC(=O)Nc1ccc(C(=O)N(C)c2ccccc2)cc1	3.0	2	1.4	11	-1	0.3	-20	-2.0	5	-3	106
Cc1cc(C)nc(SCC(=O)N2CCCCC2)n1	2.0	3	-0.6	9	-2	2.9	6	-1.7	18	3	110
CC(C)(C)C(=O)NC1CC2CCCC(C1)N2C(=O)Nc1ccc(Cl)cc1 (centres undefined)	0.6	-3	2.0	4	-14	-0.3	11	-0.7	9	-7	119
O=C1NC2(CCCCC2)Oc2ccccc21	0.3	-2	0.2	16	-27	-2.2	-21	-2.9	-3	-5	103
Cc1c(NC(=O)CN2C(=O)C3C4C=CC(C4)C3C2=O)c(=O)n(-c2ccccc2)n1C (centres undefined)	1.5	-4	-0.1	7	-19	2.5	-9	-1.5	15	-6	103
CCOCC(=O)Nc1sc2c(c1C(=O)OCC)CCCC2	-0.9	0	0.5	-29	x	0.2	1	5.8	-5	6	84
Cc1ccc(CN(C)c2ccc(S(=O)(=O)N3CCCC3)cn2)cc1	2.5	4	2.6	-8	-14	0.7	-6	1.5	-13	-6	101
CC(C)(C)OC(=O)NCCCCCNC(=O)c1[nH]cnc1C(=O)N[C@@H](CCCCNC(=O)OC(C)(C)C)C(=O)OC(C)(C)C	x	22	-0.5	-4	10	-0.1	-16	0.7	43	-4	95
CNc1nc(C23CC4CC(CC(C4)C2)C3)cs1	3.6	-11	0.8	-25	17	-2.3	-4	4.7	-9	-3	105
O=C(CNC(=O)c1ccco1)NCC(=O)OCc1cccc(C(=O)Oc2ccccc2)c1	1.4	-3	1.1	4	45	1.4	66	-0.7	-4	-14	121
CCc1ccc(NC(=O)Cn2nnc(C(=O)NCc3cccs3)c2N)cc1	3.6	-12	-1.3	-62	-3	-0.3	-1	8.6	4	-5	102
Cc1cccn2c(=O)c(C=C(C#N)C#N)c(N3CCN(c4cccc(Cl)c4)CC3)nc12	1.4	1	-1.1	9	-1	-2.1	-9	-1.8	27	7	94
NS(=O)(=O)c1ccc(CNc2ccc3ccccc3n2)cc1	0.6	-7	-2.6	11	13	-1.8	-17	-2.1	-5	3	106
O=C(c1ccc(Cl)nc1)N1CCN(S(=O)(=O)c2ccccc2)CC1	-1.4	2	0.6	10	16	-1.0	-12	-2.1	-7	-2	97
COc1ccc(CCNCc2cc(C)n(-c3ccc(OC)cc3)c2C)cc1	1.5	-2	-0.6	-28	0	1.7	-19	6.3	13	-6	113
Cc1cc(NC(=O)CSc2nc(Cc3ccccc3)c(C)[nH]2)no1	7.5	6	-1.2	2	-17	1.0	98	-0.3	-3	3	99
CCN1CCN(C(c2cccs2)C(C)NC(=O)c2ccco2)CC1 (centres undefined)	2.2	5	0.0	8	x	0.7	12	-1.4	-3	4	102
CCn1cc(/C=N\NC(=O)c2ccc(Cl)cc2)cn1	1.0	-7	0.3	-3	3	2.0	-11	0.4	-9	1	99
COc1ccc(C2c3c(ncn(CCN4CCOCC4)c3=N)Oc3ccc4ccccc4c32)cc1OC (centres undefined)	8.1	18	1.1	4	11	1.5	-4	-0.8	7	-1	116
C/C(=N\OCC(=O)Nc1nc2ccccc2s1)c1ccccc1	2.5	-3	1.3	18	49	0.1	-7	-3.3	-1	-1	89
Cc1ccc(CNc2oc(-c3ccco3)nc2C#N)cc1	2.0	-9	1.5	-21	-26	2.5	2	4.0	-2	-12	114
CC[C@@H]1C(c2cccc(Cl)c2)=NN(c2ccc(Br)cc2)[C@H]1C(=O)N1CCOC1=O	x	-2	0.0	-4	-3	-1.2	x	1.0	23	-10	99
O=C(Nc1ccc(Cl)c(Cl)c1)c1ccc2c(c1)OCO2	4.6	4	1.5	-44	3	2.0	20	9.2	6	-15	96
CC1CCC(=C(C#N)c2nc(-c3cc4ccccc4oc3=O)cs2)CC1 (centres undefined)	x	-1	-1.3	17	-12	0.2	-2	-2.8	30	4	x
COc1ccccc1CNC(=O)COC(=O)c1sc(C)nc1C	2.1	16	0.1	14	-6	0.6	x	-3.6	3	-9	120
Cc1ccc(S(=O)(=O)N2CCOCC2)cc1NC(=O)Nc1ccc([N+](=O)[O-])cc1	0.7	7	-1.1	12	x	0.1	68	-2.3	5	-5	98
Cc1ccc2nc(NC(=O)Cn3nc(C)c([N+](=O)[O-])c3C)sc2c1	2.4	-7	1.2	-20	-2	3.4	76	3.8	24	11	103
COC(C/C=C\[C@@H](O)COCc1ccccc1)OC	0.2	-2	x	11	16	x	x	-1.9	0	-1	101
CCS(=O)(=O)N1CCCC(C(=O)NCc2cccc(OC)c2)C1 (centres undefined)	2.7	6	0.9	6	-14	1.1	x	-1.0	-2	-16	x
Cc1ccc(NC(=O)Nc2ccccc2)cc1[N+](=O)[O-]	8.8	2	5.1	4	34	5.6	20	-0.8	-6	2	122
NS(=O)(=O)c1ccc(CNC(=O)c2cc(-c3cccnc3)nc3ccc(Br)cc23)cc1	-1.2	-6	-0.1	10	4	-0.8	1	-2.0	3	1	96

The listing continues:
SMILES	phage Ecoli inh	Tat export inh	Ecoli viability	OPRM1-OPRD1 inv	PfHsp90 yeast 2	AddAB inh	SUMO Mot1 rescue	MOR-DOR ag	Arr AP2 block	PKA-R1A act	DSG3 Ab inh
CCn1cc(C(=O)O)c(=O)c2cc(F)c(N3CCN(C(=S)Nc4ccc(OC)cc4)CC3)cc21	101*	72*	101*	20	15	100*	3	-3.9	5	-12	105
CCOc1cc(C2NC(=O)NC(c3ccccc3)=C2C(C)=O)ccc1OC(C)=O (centres undefined)	3.3	2	1.8	2	34	1.1	107	-0.4	0	5	88
Cc1c(Cl)cccc1NC(=S)NCc1ccccc1	3.6	-2	-0.3	-15	4	1.1	x	2.7	-3	-13	108
CCOc1ccc2nc3c(cc2c1)CN(CCCO)C(=NCCOC)S3	0.2	9	-0.1	-16	-5	-2.1	326	2.8	3	-5	82

This is a random part of the collection; 2.8% or so of the library scored in one or more.
